Pol eta inh = DNA polymerase eta (human) inhibition. Q9Y253. recombinant Pol eta, fluorescent DNA replication assay. Potency, µM (titrated, usually from 114 µM), inactives show at the top dose activity change, negative = inhibition, most hits filed as inhibitors. 1.2% of 390,000 active. AID 588591; note: potency is the fitted concentration of half-maximal effect; % is set by controls: 0 for no effect and ±100 for the full control effect
Target sequence (Q9Y253 whole entry, looked up): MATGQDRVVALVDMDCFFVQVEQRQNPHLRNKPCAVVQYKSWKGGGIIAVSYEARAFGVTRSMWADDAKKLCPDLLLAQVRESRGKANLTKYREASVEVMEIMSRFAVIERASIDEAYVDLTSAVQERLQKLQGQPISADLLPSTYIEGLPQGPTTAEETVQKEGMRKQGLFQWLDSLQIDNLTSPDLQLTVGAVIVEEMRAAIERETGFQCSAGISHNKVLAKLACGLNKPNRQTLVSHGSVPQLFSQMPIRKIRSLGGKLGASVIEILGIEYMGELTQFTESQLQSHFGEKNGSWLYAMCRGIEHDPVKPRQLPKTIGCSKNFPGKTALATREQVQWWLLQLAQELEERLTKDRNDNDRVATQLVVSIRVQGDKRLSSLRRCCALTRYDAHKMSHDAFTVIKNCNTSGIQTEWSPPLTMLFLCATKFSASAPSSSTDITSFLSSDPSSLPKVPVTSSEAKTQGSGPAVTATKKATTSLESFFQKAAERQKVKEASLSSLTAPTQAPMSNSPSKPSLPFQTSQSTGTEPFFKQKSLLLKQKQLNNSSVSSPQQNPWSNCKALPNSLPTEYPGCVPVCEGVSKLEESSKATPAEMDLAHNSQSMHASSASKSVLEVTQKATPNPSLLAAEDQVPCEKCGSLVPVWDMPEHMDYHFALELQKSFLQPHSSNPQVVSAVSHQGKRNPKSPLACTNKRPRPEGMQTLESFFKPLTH
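Fluorescent replication assay: 50 nM final substrate added after a 15 min room-temperature compound preincubation with 10 nM enzyme. Signal taken at 0 min and again at 10 min.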
Pol kappa inh = inhibitors of human DNA polymerase kappa; AID 588579; Potency, µM (highest dose often 107 µM), without a hit: at the highest dose activity, negative = inhibition, actives largely listed as inhibitors; purified Pol kappa, fluorescent DNA synthesis assay, 10 min; 0.53% of 400,000 active; Q9UBT6; note: potency is the fitted concentration of half-maximal effect; % is set by controls: 0 for no effect and ±100 for the full control effect
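50 nM final substrate added after 15 min RT preincubation of 10 nM Pol kappa with compound; fluorescence read at 0 and 10 min.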
POLI inh = blocks human DNA polymerase iota activity; 1% of 390,000 active; Q9UNA4; Potency, µM (titrated, usually from 115 µM), for inactives: at the top dose activity, negative = inhibition, hits mostly inhibitors; Pol iota fluorescent replication assay, 10 min; AID 588590; note: potency is the fitted concentration of half-maximal effect
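Fluorescent replication assay read twice, at 0 min and 10 min after adding 50 nM (final) substrate. Enzyme (10 nM) and compounds were first incubated 15 min at room temperature; enzyme-free buffer wells were negative controls.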
Tb PGK inh = T. brucei PGK inhibition. P07378. PGK/GAPDH coupled, Kinase-Glo luminescence, 60 min. Potency, µM (top dose mostly 57.5 µM), inactives show at the top dose activity change, negative = inhibition, actives largely listed as inhibitors. 0.043% of 380,000 active; note: potency is the fitted concentration of half-maximal effect; % is set by controls: 0 for no effect and ±100 for the full control effect; nearly all actives have a fitted effect of over 60% in size
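Luminescent ATP detection (Kinase-Glo Plus) follows a 60-minute room-temperature incubation, with wells lacking PGK as controls. Buffer: 100 mM TEA (pH 7.6), 5 mM MgCl2, 0.01% Tween-20. Coupling enzyme GAPDH (100 nM final) supplies unstable 1,3-BPG in-well.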
BLM inh = blocks DNA unwinding by human BLM helicase. 0.2% of 350,000 active. recombinant BLM DNA unwinding, fluorescence dequenching. Potency, µM (titrated, usually from 56.1 µM), without a hit: top-dose activity change, negative = inhibition, actives largely listed as inhibitors;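 note: potency is the fitted concentration of half-maximal effect; plate controls were vehicle for no effect and no enzyme for full effect; nearly all actives have a fitted effect of over 35% in size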
Anesthetic bind = candidate novel general anesthetic via apoferritin binding | P02791 | apoferritin/1-aminoanthracene competitive binding, fluorescence | Potency, µM (series often up to 77.5 µM), without a hit: top-dose activity change, negative = displacement, hits mostly inhibitors | 0.074% of 350,000 active | AID 485281; note: potency is the fitted concentration of half-maximal effect; % is set by controls: 0 for no effect and ±100 for the full control effect; nearly all actives have a fitted effect of over 20% in size
Target sequence (P02791 2-175 limits assumed): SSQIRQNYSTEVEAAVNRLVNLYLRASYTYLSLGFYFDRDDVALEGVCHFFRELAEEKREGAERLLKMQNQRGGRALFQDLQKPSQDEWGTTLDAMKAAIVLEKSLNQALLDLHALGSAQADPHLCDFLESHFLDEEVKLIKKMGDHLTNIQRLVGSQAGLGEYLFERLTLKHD
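Apoferritin-based anesthetic binding model; compound displacement of fluorescent 1-AMA measured as endpoint fluorescence after 10 minutes at room temperature, scaled to free-ligand and complex controls.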
APEX1 inh = blocks human APE1 abasic DNA cleavage; recombinant APE1, TAMRA/BHQ-2 abasic DNA cleavage fluorescence; Potency, µM (titrated, usually from 65.8 µM), for the others: at the top dose activity change, negative = inhibition, most hits filed as inhibitors; 0.35% of 350,000 active; AID 2517;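 note: potency is the fitted concentration of half-maximal effect; plate controls were vehicle for no effect and reference inhibitor for full effect; nearly all actives have a fitted effect of over 55% in size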
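0.75 nM APE1 + cpd, 15 min RT; start w/ 50 nM TAMRA/BHQ-2 THF-abasic dsDNA; kinetic fluor 525/598 nm ×3 reads @60 s; Δ(read3−read1); normalized to DMSO and NSC13755 control wells.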
POLB inh = blocks human DNA polymerase beta activity; P06746; Pol beta primer extension/strand displacement, fluorescence kinetic; Potency, µM (top dose mostly 114 µM), for inactives: at the top dose activity change, negative = inhibition, actives largely listed as inhibitors; 1.3% of 340,000 active; note: potency is the fitted concentration of half-maximal effect; % is set by controls: 0 for no effect and ±100 for the full control effect
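Homogeneous kinetic assay of primer extension and strand displacement by 10 nM Pol beta, preincubated 15 min at room temperature with compound before 50 nM substrate (final) was added. Read at 0 and 10 min; four-parameter Hill fit.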
RXFP1 antag = antagonists of human relaxin receptor RXFP1. HEK293-RXFP1, relaxin-stimulated cAMP HTRF, 30 min; hits give low values. activity change, negative = inhibition, % at 57.5 µM. 0.59% of 350,000 active. AID 1259400;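 active = activity change of -60% or lower, but not beyond a set lower limit; inconclusive = change between -60% and -40%, or beyond the set limit; inactive = change above -40%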; note: % is set by controls: 0 for no effect and ±100 for the full control effect
Starred values were filed as active, the others as inactive; i = inactive; ? = inconclusive; / = not tested or not shown; & = joins results of further samples; [ ] = dose if it differs, or a comment. Unless noted, calls come from the whole dose curve; as a rule, active = well fitted curve in the direction sought with a large enough effect; inconclusive = small, poorly fitted or top-dose-only effect, or another doubt; inactive = no such curve, though single readings can be large; an effect the other way counts as inactive or inconclusive.

SMILES	Pol eta inh	Pol kappa inh	POLI inh	Tb PGK inh	BLM inh	Anesthetic bind	APEX1 inh	POLB inh	RXFP1 antag
CN(C)c1ccccc1	8%	/	/	-7%	/	/	16%	/	-10
COC(=O)c1ccc(N2C(=O)CC(N3CCC(n4c(=O)[nH]c5ccccc54)CC3)C2=O)cc1 (centres undefined)	-11%	-9%	4%	0%	-1%	-15%	-4%	9%	-3
Cn1c(O)c(C=NC2CCCCCC2)c(=O)[nH]c1=S	-23%	-3%	-21%	-9%	-2%	?	6%	?	0
Cc1nc2ccccc2c(=O)n1-c1cccc(O)c1	6%	-7%	5%	11%	-1%	-6%	-3%	-1%	2
CCOc1ccc(-n2c(O)c(/C=C3\C=Nc4ccccc43)c(=O)[nH]c2=O)cc1	-14%	-6%[60.1 µM]	?	0%	-4%	5%	-15%	?	-2
CC(=O)O[C@H]1C[C@H]2CC[C@@H]3[C@@H](CC[C@]4(C)[C@H](OC(C)=O)[C@H]([N+]5(C)CCCCC5)C[C@@H]34)[C@]2(C)C[C@H]1[N+]1(C)CCCCC1	/	-6%[12 µM]	/	/	22%[21.4 µM]	3%[29.3 µM]	-5%[21 µM]	/	/
CC1CCCCN1CC(=O)c1ccc2cc[nH]c2c1 (centres undefined)	-8%	0%	70%[activator]	-1%	-4%	-3%	2%	14%	3
CC12CC1(C)C(=O)N(c1cc(Cl)cc(Cl)c1)C2=O (centres undefined)	-3%	-11%	-24%	-2%	/	/	1%	/	-6
CCOC(=O)CNC(=S)N1CC2C[C@@H](C1)Cn1c2cccc1=O	-4%	8%	23%	i	-3%	2%	61%	14%	0
Cc1ccc(C2N3CCCN23)cc1 (centres undefined)	-16%	1%	56%[activator]	-8%	-2%	-6%	1%	-2%	14
COC(=O)C(O)(c1ccc(NC(=O)c2ccco2)c(OC)c1)C(F)(F)F (centres undefined)	-12%	-17%	0%	i	-1%	-19%	-1%	27%	-1
COP(=S)(OC)Oc1ccc(Sc2ccc(OP(=S)(OC)OC)cc2)cc1	-12%	-7%	-15%	4%	-9%	/	/	/	-14
C[N+]1(C)C2CCC1CC(OC(=O)c1c[nH]c3ccccc13)C2 (centres undefined)	-5%	1%[60.1 µM]	-21%	-8%	/	/	37%[activator]	7%[57.1 µM]	/
COc1cc(N2CCOCC2)ccc1C=C1C(=O)NC(=O)NC1=O	-3%	-1%	?	-6%	0%	11%	-1%	?	-11
CCOC(=O)N1CCC(NC(=O)c2ccc3c(c2)N(Cc2cccc(C)c2)C(=O)c2ccccc2S3(=O)=O)CC1	-15%	0%	1%	-1%	-6%	?	/	6%	/
Cc1nc(N)sc1CCN	/	6%&-7%[19.4 µM]	/	/	4%	-8%	-7%&-10%	/	/
CC(=O)C(Sc1ncnc2c1nnn2-c1ccc(F)cc1)C(=O)N(C)C (centres undefined)	-18%	-6%	?	-3%	-8%	1%	-2%	-20%	2
Cc1ccc(Cn2ccc(NC(=O)c3cc(-c4ccco4)on3)n2)cc1	-16%	-19%	-18%[58.9 µM]	-2%	-9%	-13%	?	14%	1
CCOP(=O)(Cc1ccc(C#N)o1)OCC	-9%	-3%	20%	i	-1%	-8%	6%	16%	-1
CC1CCN(C(=O)C(C)Cl)CC1 (centres undefined)	-15%	-3%	188%[activator]	-9%	-4%	-4%	32%[activator]	22%	-7
CC(C)CC(=O)Nc1ccc(C(=O)Cn2c(=O)oc3ccccc32)cc1	0%	-7%	?	-13%	-12%	-19%	?	20µM*	5
COC(=O)C1=C(c2ccc(-c3ccccc3)c(F)c2)C[C@@H]2CC[C@H]1N2C(=O)N1CCOCC1	?	-5%	24%	1%	/	/	23%	/	/
NC1CCCCC1N=Cc1c(O)n(Cc2ccc(F)cc2)c(=O)[nH]c1=O (centres undefined)	-13%	0%	8%	2%	-3%	-19%	1%	11%	-10
CNC(C(=O)c1ccccc1)C(OC(C)=O)c1cccc([N+](=O)[O-])c1 (centres undefined)	-7%	-5%	62%[activator]	i	0%	-10%	-7%	11%	26
CC(C)NS(=O)(=O)c1ccc(OCC(=O)N2CCN(Cc3ccccc3)CC2)cc1	-12%	-12%[60.1 µM]	?	-9%	/	/	/	/	-11

Only APEX1 inh, POLB inh and Pol kappa inh, for some of the entries so far:
canonical_smiles	APEX1 inh	POLB inh	Pol kappa inh
Cc1nc2ccccc2c(=O)n1-c1cccc(O)c1	-3%	-1%	-7%
CCOc1ccc(-n2c(O)c(/C=C3\C=Nc4ccccc43)c(=O)[nH]c2=O)cc1	-15%	?	-6%[60.1 µM]

Next structures
SMILES	Pol eta inh	Pol kappa inh	POLI inh	Tb PGK inh	BLM inh	Anesthetic bind	APEX1 inh	POLB inh	RXFP1 antag
Cc1cccc(NP2(=O)NCCCN2)c1	-9%	-6%	?	i	/	/	/	/	-8
OC(CCNCCc1c[nH]c2ccccc12)C(F)(F)F (centres undefined)	-14%	-8%	16%	i	1%	-2%	6%	21%	-12
COc1cccc(CNC2CN3CCC2CC3)c1OC (centres undefined)	2%	-8%	-6%	/	0%	-8%	-3%	15%	30
Cc1ccc(OCC(=O)N2CCCC(N3CCN(c4ccc(F)cc4)CC3)C2)cc1 (centres undefined)	-8%	-1%	31%[activator]	-8%	-1%	-5%	19%	0%	-13
CCOP(=S)(OCC)Oc1ccc2c(C)c(Cl)c(=O)oc2c1	-19%	-19%	-22%	-4%	-5%	-5%	-1%	/	?
CCCC(=O)C1C(=O)NC(=O)NC1=O	-8%	-7%	-1%	8%	0%	-5%	4%	7%	-8
Nc1c(C(=O)NC2CCCC2)c2nc3ccccc3nc2n1CC1CCCO1 (centres undefined)	-9%	-13%	67%[activator]	i	?	358%[activator]	-7%	-2%	-13
COc1ccc(CC2NC[C@H](O)[C@H]2OC(C)=O)cc1 (some centres undefined)	/	1%[60.1 µM]	/	/	4%	-2%	0%	/	/
Cc1cc(C)cc(-n2c(=O)[nH]c3ccccc3c2=O)c1	-11%	2%	-1%	-3%	-1%	-2%	/	-3%	-5
COc1ccccc1C1C([N+](=O)[O-])=C(N)Oc2c1c(=O)oc1ccccc21 (centres undefined)	-17%	-5%	-15%[58.9 µM]	-5%	1%	-10%	1%	-13%	-3
CCC(=NC1CCN(Cc2ccccc2)CC1)c1c(O)[nH]c(=O)[nH]c1=O	-20%	-7%	28%	-1%	0%	-11%	-1%	3%	-10
COC(=O)[C@H](Cc1ccccc1)N(Cc1ccccc1)S(=O)(=O)N(Cc1ccccc1)[C@@H](Cc1ccccc1)C(=O)OC	-17%	?	-28%	-3%	/	/	8%	/	/
O=C(Nc1ccc(OC(=O)N2CCCCC2)cc1)N1CCOCC1	-18%	1%	52%[activator]	-1%	-6%	-18%	5%	-16%	11
Cc1ccc(-c2nc3ccccc3c(=O)n2-c2ncccc2C)cc1	-5%	3%	-2%	-10%	-3%	-6%	14%	28%	-4
CC(=O)CC(c1ccccc1)c1c(O)c2cc(O)ccc2oc1=O (centres undefined)	/	-12%[60.1 µM]	/	/	4%	9%	-5%	/	/
Cn1c(N)c(C(=O)COC(=O)Cc2ccccc2)c(=O)n(C)c1=O	-4%	5%	45%[activator]	10%	/	/	-10%	/	0
COc1ccc(/C=C/C=C2C(=O)NC(=S)NC2=O)cc1	25µM*	-28%	?	1%	/	/	/	/	-15
O=C(/C=C/c1c[nH]c2ccccc12)c1c(O)n(CCc2ccccc2)c(=O)[nH]c1=O	-12%	-11%	10%	i	-4%	-2%	6%	3%	5
O=C1c2ccccc2C(=O)c2ccccc21	/	6%&-5%[60.1 µM]	/	/	2%&-12%	36%[activator]	-4%	/	-7
Brc1ccc(Oc2cc(Br)c(Br)cc2Br)c(Br)c1	-13%	-4%	9%	-9%	/	/	3%&4%&0%	/	/
CCCCN1C(=O)NC(=O)C2(Cc3ccccc3N3CCOCC32)C1=O (centres undefined)	-10%	-5%	-7%	i	0%	-12%	4%	8%	-15
Cc1cc(C(=O)CS(=O)(=O)c2ccccc2)cc(C)c1OC(=O)N(C)C	-18%	3%	24%	-6%	0%	-16%	-2%	-3%	-2
COc1ccc(NC(=O)CN(C)C(=O)CSC(c2ccccc2)c2ccccc2)cc1	-12%	-15%	?	0%	/	/	23%	/	0
CCCCCCCCCCCCCCCCOC[C@H](COP(=O)([O-])OCC[N+](C)(C)C)OC(C)=O	/	7%[19.4 µM]	/	/	4%	-16%	?	/	/
O=C(COc1ccc(S(=O)(=O)N2CCOCC2)cc1)N1CCN(Cc2ccc3c(c2)OCO3)CC1	-9%	-7%	19%	-4%	1%	-23%	3%	19%	-3
More records follow:
SMILES	Pol eta inh	Pol kappa inh	POLI inh	Tb PGK inh	BLM inh	Anesthetic bind	APEX1 inh	POLB inh	RXFP1 antag
CCC(CO)(C(=O)OC1CC2CCC(C1)N2C)c1ccccc1 (centres undefined)	-3%	-16%	?	2%	-1%	-3%	43%	1%	-1
O=C1NC(=S)N(c2ccccc2)C(=O)C1C(c1ccncc1)C1C(=O)NC(=S)N(c2ccccc2)C1=O (centres undefined)	-1%	-12%	113%[activator]	1%	-3%	-1%	-1%	3%	-2
CNC(=O)Oc1ccc2c(c1)[C@@]1(C)CCN(C)C1N2C (some centres undefined)	/	2%&-12%&-7%[60.1 µM]	/	/	5%&-12%&5%	3%&33%&-2%	?	/	/
N=C1c2ccccc2CN1c1cccc([N+](=O)[O-])c1	-20%	-2%	181%[activator]	-9%	5%	-13%	-1%	1%	-2
Cc1cc(C(=O)CN2CCCC2)c(C)n1-c1ccc(F)cc1	-18%	-1%	-6%	-5%	-2%	1%	-1%	1%	-1
COc1ccc2c(c1OC)CN1CCc3cc4c(cc3[C@@H]1[C@@H]2O)OCO4	2%	-12%	16%	-10%	-6%	4%	1%	0%	/
Cc1cc(O)c2c(c1)C(=O)C13C(=C2O)C(=O)[C@H]2[C@@H](O)[C@@H]1[C@H]1[C@H](O)[C@@H]3C(=O)C3=C(O)c4c(O)cc(C)cc4C(=O)C312 (some centres undefined)	?	?	69%[activator]	-9%	/	/	-40%	/	/
O=c1[nH]c2ccccc2c(=O)n1-c1ccc(Cl)c(Cl)c1	-8%	9%	16%	-7%	-1%	-1%	/	2%	5

An excerpt; count on the stated rates, not on these rows.
